High-throughput results from PubChem.
ARNT-TACC3 inh = disrupts binding between human ARNT and TACC3; AlphaScreen His-ARNT PAS-B/GST-TACC3 binding, luminescence; TACC3 fragment carries E629A point mutation; inhibition, % at 9.99 µM; hit rate 0.66% among 390,000; AID 623870;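 active means mean inhibition of replicates at least 50% and at least half of replicates each reaching 50%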;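 further: 0% = complete ARNT plus TACC3 wells and 100% = ARNT alone without TACC3; many hits fall short of the cut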
PAX8 inh HTS = inhibitors of PAX8 transcriptional activity in RMG-I cells; AID 652154; RMG-I TPO-luciferase reporter, SteadyGlo, 24 h; inhibition, % at 12.6 µM; hit rate 1.2% among 360,000;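 active means mean replicate inhibition at least 60% with every replicate also reaching 60%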;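 further: luciferase light reporting Pax8 driven TPO promoter activity; plate controls were median of neutral control wells for no effect and mitoxantrone controls for full effect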
Numbers without * were called inactive. This is a subset. The share of hits here may be higher or lower than overall.

Sample of the layout (three entries):
SMILES	ARNT-TACC3 inh	PAX8 inh HTS
CC12CC3(C)CC(C)(C1)CC(NC(=O)N1CCCC1)(C2)C3	10.0	8.7
COc1ccc(-c2nnc(SCC(=O)Nc3cccc(Cl)c3)o2)cc1	-3.1	-203.4
CCOC(=O)c1ccc(CNC(=O)CCC(=O)O)cc1	0.5	-6.2

This part in full (from the top)
SMILES	ARNT-TACC3 inh	PAX8 inh HTS
CC12CC3(C)CC(C)(C1)CC(NC(=O)N1CCCC1)(C2)C3	10.0	8.7
COc1ccc(-c2nnc(SCC(=O)Nc3cccc(Cl)c3)o2)cc1	-3.1	-203.4
CCOC(=O)c1ccc(CNC(=O)CCC(=O)O)cc1	0.5	-6.2
COc1ccc(NC(=O)C2CCN(C(=O)NC3CCCCC3)CC2)c(OC)c1	-9.4	6.7
Cc1nn(-c2ccccc2)c2sc(C(=O)NCCN3CCOCC3)cc12	31.4	16.7
O=C(c1ccccc1)c1cc[n+]([O-])cc1	-2.8	8.1
COc1ccc(N2C(=O)CC(Sc3nnc(-c4ccccc4)o3)C2=O)cc1 (stereo unspecified)	-2.7	107.0*
C=CCOC(=O)c1sc(NC(=O)c2ccco2)nc1C	-5.1	-188.5
COc1ccc(-c2cc(-c3ccccc3)c(C#N)c(S(C)(=O)=O)n2)cc1	-4.6	92.7*
Cc1ccc(S(=O)(=O)CC(C)N2CCN(C3CCCCC3)CC2)cc1 (stereo unspecified)	3.5	6.5
COCCOC(=O)C1=C(C)NC2=C(C(=O)CC(C)(C)C2)C1c1cccnc1 (stereo unspecified)	-4.6	-8.7
O=S(=O)(c1ccc(-c2nnc(SCc3ccccc3)o2)cc1)N1CCCC1	-8.4	31.8
COc1ccc(-c2nc(CSCC(=O)NC3CCCc4ccccc43)c(C)o2)cc1OC (stereo unspecified)	6.5	-3.2
Cn1c[n+](C)cc1/C=N/O	-24.6	4.5
CCC(C)(C)n1nnnc1C(c1cc2cc(C)cc(C)c2[nH]c1=O)N1CCN(Cc2ccc3c(c2)OCO3)CC1 (stereo unspecified)	-3.9	18.6
CCOC(=O)c1cc(CC)sc1NC(=O)C(c1ccccc1)c1ccccc1	-0.7	6.7
CCN(Cc1nc2ccccc2c(=O)[nH]1)Cc1cc(=O)oc2cc(C)c(C)cc12	-2.0	27.4
CCN(CC)S(=O)(=O)c1ccc2c(c1)c(=O)c(C(=O)NCCOC)cn2C	-0.4	-73.3
COCc1[nH]nc2c1C(c1ccsc1)C(C#N)=C(N)O2 (stereo unspecified)	-6.1	-13.9
Cc1ccn2cc(-c3cnoc3C)nc2c1	-27.9	-107.1
Cc1cccc(OCCCCCn2ccnc2)c1	-0.6	17.3
COc1ccc(C2C(C(C)=O)=C(O)C(=O)N2CCc2c[nH]c3ccccc23)cc1OC (stereo unspecified)	-6.2	5.9
COCCNC(=O)C(c1ccncc1)N(C(=O)Cn1nnc2ccccc21)c1ccc(OC)cc1 (stereo unspecified)	-1.5	0.3
O=C1C=C(NCc2ccc(Cl)cc2)CC(c2ccco2)C1 (stereo unspecified)	1.5	0.4
COc1ccc(N=Cc2sc(O)c3ccccc23)cc1	7.5	-217.8
Cc1ccc(NC(=O)C2C(C(=O)O)C3C=CC2C32CC2)cc1 (stereo unspecified)	4.6	-74.1
CC(C(=O)O)n1c(C(F)(F)F)nc2ccccc21 (stereo unspecified)	7.1	-11.4
Cc1ccccc1NC(=O)CSc1nc(N2CCCCC2)nc(N2CCCCC2)n1	-6.8	2.8
COc1ccc(C2C(C#N)=C(N)Oc3cc(C)n(Cc4ccco4)c(=O)c32)cc1 (stereo unspecified)	32.3	13.7
CCOC(=O)C1=NN(c2ccccc2)C2=NC(C)=C(C(=O)OC)C(c3cccs3)N12 (stereo unspecified)	0.8	-17.8
Cc1cc(C)c(C#N)c(SCc2[nH]nc3c2C(c2ccc(F)cc2)C(C#N)=C(N)O3)n1 (stereo unspecified)	9.4	-19.0
CN1C(=O)C2C=CC1C1C(=O)N(c3ccccc3)C(=O)C21 (stereo unspecified)	-0.9	-253.9
Cc1ccc(C(=O)ON=C2CCN(S(=O)(=O)c3ccccc3)CC2)cc1	-4.9	-0.2
Cc1ccsc1/C=C1\CCc2ccccc2C1=O	13.9	-83.4
COc1ccc(-c2nsc3c(N4CCCCC4)ncnc23)cc1	-5.8	75.5*
Cc1ccc(-n2c(CSc3nc(C)cc(C)n3)nnc2SCC(=O)NCc2ccco2)cc1	-24.5	19.9
CCOCc1nnc(NC(=O)CCc2ccccc2)s1	-1.1	-2.3
CCOC(=O)CNC(=O)CSc1nc(C)cc(C)c1C#N	-3.7	7.3
CC(C)(C)C(=O)NC(C(N)=O)=C(Cl)Cl	-15.1	-1.5
CCCCN1C(=O)CC(N2CCOCC2)C1=O (stereo unspecified)	-1.5	1.8
CCSc1n[nH]c(=O)[nH]c1=O	-3.7	0.4
Cc1ccc(CNc2ccc(N3CCOCC3)c(C(=O)O)c2)s1	-8.1	-6.0
Fc1ccc(CSc2nnc(-c3cccnc3)n2Cc2ccco2)cc1	-2.0	15.5
CCC(=O)Nc1ccccc1C(=O)N1CCCC1	-0.7	11.2
N#CC1=C(N)N(c2ccccc2)C2=C(C(=O)CCC2)C1c1cccs1 (stereo unspecified)	3.6	3.2

Single entries from above.
Result of N#CC1=C(N)N(c2ccccc2)C2=C(C(=O)CCC2)C1c1cccs1 (stereo unspecified) under ARNT-TACC3 inh: 3.6
Result of COc1ccc(-c2nsc3c(N4CCCCC4)ncnc23)cc1 under PAX8 inh HTS: 75.5*
Result of CCC(=O)Nc1ccccc1C(=O)N1CCCC1 under ARNT-TACC3 inh: -0.7
Result of CCSc1n[nH]c(=O)[nH]c1=O under ARNT-TACC3 inh: -3.7
Result of Cc1ccc(C(=O)ON=C2CCN(S(=O)(=O)c3ccccc3)CC2)cc1 under ARNT-TACC3 inh: -4.9
Result of CCCCN1C(=O)CC(N2CCOCC2)C1=O (stereo unspecified) under PAX8 inh HTS: 1.8
Result of Fc1ccc(CSc2nnc(-c3cccnc3)n2Cc2ccco2)cc1 under ARNT-TACC3 inh: -2.0

Not a retest: an excerpt of the list.
SMILES	ARNT-TACC3 inh	PAX8 inh HTS
Cc1cc(C)c(C#N)c(SCc2[nH]nc3c2C(c2ccc(F)cc2)C(C#N)=C(N)O3)n1 (stereo unspecified)	9.4	-19.0
CN1C(=O)C2C=CC1C1C(=O)N(c3ccccc3)C(=O)C21 (stereo unspecified)	-0.9	-253.9

Given field by field: entries from further up
> COc1ccc(-c2nsc3c(N4CCCCC4)ncnc23)cc1
  ARNT-TACC3 inh: -5.8	PAX8 inh HTS: 75.5*
> Cc1ccc(-n2c(CSc3nc(C)cc(C)n3)nnc2SCC(=O)NCc2ccco2)cc1
  ARNT-TACC3 inh: -24.5	PAX8 inh HTS: 19.9
> CCOCc1nnc(NC(=O)CCc2ccccc2)s1
  ARNT-TACC3 inh: -1.1	PAX8 inh HTS: -2.3
> CCOC(=O)CNC(=O)CSc1nc(C)cc(C)c1C#N
  ARNT-TACC3 inh: -3.7	PAX8 inh HTS: 7.3

Following part
SMILES	ARNT-TACC3 inh	PAX8 inh HTS
CN(C)Cc1cc(C(C)(C)C)c(O)c(C(C)(C)C)c1	-3.3	-8.3
O=C(CS(=O)(=O)c1cn(Cc2ccc(F)cc2)c2ccccc12)N1CCCCC1	-5.4	0.5
Cc1cc(C)n2cc(CSc3nnnn3-c3ccccc3)nc2n1	-2.8	-2.4
O=C(CCC(=O)OCC(=O)c1ccc(Br)cc1)Nc1ccc(Br)c2cccnc12	-9.1	15.2
N#Cc1c(N)n(CCNC(=O)c2ccc(Cl)cc2)c2nc3ccccc3nc12	6.0	0.4
O=C(O)CC1CCCC(c2ccccc2)C1=O (stereo unspecified)	0.5	-19.8
COC(=O)c1cnc(SC)nc1C	-11.5	6.8
CC(=O)Nc1c(C)nn(-c2ccc(C)c(C)c2)c1C	-1.5	-24.3
O=C(NNC(=O)c1ccccc1O)c1ccc(Cl)cc1	-2.6	-96.1
CCC(C)(C(=O)NC1CCCCC1)N(C)C(=O)c1ccc2c(c1)OCO2 (stereo unspecified)	6.1	8.3
COc1ccc2c(c1)CC(C1(O)C(=O)Nc3ccccc31)C2=O (stereo unspecified)	-12.5	6.3
CC(=O)Oc1cc2c(cc1Cl)C1(CC(c3ccccc3Cl)O2)CC(C)(C)NC(=S)N1 (stereo unspecified)	3.0	56.6
S=c1[nH]ncn1/N=C/c1ccc(N2CCOCC2)cc1	0.2	-78.2
Cn1c(C(=O)N2CCc3ccccc3C2)cc2c(=O)n3ccccc3nc21	-1.4	-13.5
FC(F)(F)c1cc(-c2cccs2)nc(NCc2ccco2)n1	0.3	5.0
COc1ccc(NC(=O)C(c2ccc(OC)cc2)N(C)C(=O)CNC(C)=O)cc1 (stereo unspecified)	-11.7	8.0
CN1c2ccsc2C(O)=C(C(=S)Nc2ccccc2)S1(=O)=O	-1.1	19.8
COC(=O)C1(CO)NC(c2cccs2)C2C(=O)N(c3ccccc3)C(=O)C21 (stereo unspecified)	-2.1	19.9
Cc1nnc(Nc2ccc(Cl)cc2)n(N)c1=O	-0.7	-5.9
Cc1c(C(=O)OC(C)CCN(C)C)oc2ccccc12 (stereo unspecified)	-6.4	-1.6
Cc1ccc(O)c(NC(=O)c2ccco2)c1	-17.8	-53.7
COc1ccc(CN(CC2CCCO2)S(=O)(=O)c2ccc(C(=O)O)cc2)cc1OC (stereo unspecified)	-10.1	9.3
COc1ccccc1-c1nn2c(=O)cc(C)nc2s1	6.7	4.1
COc1ccc(/C(N)=N/OC(=O)Cc2ccccc2OC)cc1	-7.5	-38.3
O=C1CCC(C(=O)Nc2ccc(OC(F)F)cc2)N1 (stereo unspecified)	11.6	-2.4
C=C(C)Cn1c(=O)c2c(nc3n2CCN3c2cccc(Cl)c2C)n(C)c1=O	6.8	6.8
COc1ccc(-c2nc(-n3c(C)c(C(C)=O)c(C(C)=O)c3C)sc2C)cc1OC	-1.9	4.3
O=C(NCc1ccco1)C(Cc1ccccc1)NS(=O)(=O)c1cccc2nsnc12 (stereo unspecified)	-0.6	11.1
CCCn1c(SCC(=O)c2cc(OC)ccc2OC)nc2c1c(=O)n(C)c(=O)n2C	-12.9	8.9
COc1ccc(NC(=S)NC(NC(=O)C(C)C)C(Cl)(Cl)Cl)c([N+](=O)[O-])c1 (stereo unspecified)	-1.9	4.3
O=C(c1nn(Cc2ccccc2)c(=O)c2ccccc12)N1CCN(c2ccccn2)CC1	1.4	21.1
CNc1nc(-c2ccccc2)nnc1C(F)(F)F	-0.3	-29.9
Cn1c(SCC(=O)c2ccc3c(c2)OCO3)nnc1C1COc2ccccc2O1 (stereo unspecified)	3.0	14.4
CCOC(=O)c1oc2ccc(Br)cc2c1CSc1nnc(C)s1	-4.0	1.6
Cc1nc2ncnn2c(C)c1CCC(=O)NCc1ccco1	2.5	-9.0
Cc1cccc(N(CC(=O)Nc2c(C)n(C)n(-c3ccccc3)c2=O)S(C)(=O)=O)c1	-7.6	16.6
Cc1ccc(-c2cc(-c3nnc(SCC(=O)N(C)CCC#N)n3N)c3ccccc3n2)cc1	0.2	-17.2
CC1CCN(CC(=O)N2c3ccccc3CCc3ccccc32)CC1	5.9	-17.6
COc1cccc(/C=N/NC(=O)c2csc(-n3nc(C)cc3C(F)(F)F)n2)c1	-0.2	1.6
COc1ccc(OC)c(/C=N/NC(=O)CC2C(=O)NN=C2C)c1 (stereo unspecified)	8.1	-1.1
Cc1onc(-c2ccccc2)c1C(=O)N1CCN(S(=O)(=O)c2ccc3c(c2)OCCO3)CC1	-3.7	8.4
N#CC1=C(N)Oc2c(oc(CO)cc2=O)C1c1cccs1 (stereo unspecified)	0.6	-1.8
COc1cc(NC(=S)NN2CCN(C)CC2)cc(OC)c1	-1.7	0.3
O=C(NCN1CCc2ccccc2C1)c1ccccc1	-5.0	-3.5
CC1Cc2ccccc2N1C(=O)CSc1nnc2c(n1)[nH]c1ccc(F)cc12 (stereo unspecified)	-1.1	19.7
COc1cc(/C=N/n2cnnc2)ccc1OC(=O)c1ccncc1	-5.9	-11.3
COc1cccc(C2=NN(C(=O)c3ccccc3)C(O)(C(F)(F)F)C2)c1 (stereo unspecified)	-5.7	0.1
CCN(c1cccc(C)c1)S(=O)(=O)c1ccc2c(c1)CCN2C(C)=O	-18.7	13.0
Fc1ccc(-c2nn3c(C4COc5ccccc5O4)nnc3s2)cc1 (stereo unspecified)	-1.2	-29.7
CN(C)CC(C)(C)CNS(=O)(=O)CC12CCC(CC1=O)C2(C)C (stereo unspecified)	-0.8	12.9
COc1ccc(-c2nc(NC(=O)C3CCN(c4nc5ccccc5o4)CC3)sc2C)cc1	-8.2	24.7
COc1ccc(OCCCON2C(=O)c3ccccc3C2=O)cc1	4.4	-6.5
Cc1cc2nc(C3CCCN(C(=O)NCc4ccccc4)C3)[nH]c2cc1C (stereo unspecified)	-5.6	-80.2
O=C(O)CSc1nnc(CNc2cccc(C(F)(F)F)c2)n1Cc1ccco1	-9.0	19.3
Cc1ccc(-c2nnn(CC(=O)NCC3CC3)n2)o1	-0.4	-0.9
CC(C)CCNC(=O)C(c1ccncc1)N(Cc1cccs1)C(=O)Cn1nnc(-c2ccc(F)cc2)n1 (stereo unspecified)	13.6	79.7*
O=C(CSCc1ccccc1Cl)NN=C1CCCCCC1	1.6	-4.9
S=c1[nH]nc(-c2cccnc2)n1Cc1ccccc1	-8.8	-23.1
COc1ccc(N2C(=O)CCC(C(=O)O)C2c2ccc(OC)c(OC)c2)cc1 (stereo unspecified)	2.8	-13.3
CCc1nnc(NCn2nc(C)cc2C)s1	4.0	-7.6
